# Source: PubChem
# NALP3 yeast inh: inhibitors of NALP3 inflammasome in yeast. Yeast reconstituted NLRP3/ASC/caspase-1, beta-gal luminescence, 24 h. inhibition, % at 10 µM. 330,000 tested, 0.39% active. AID 2825;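 active means inhibition of 50% or more; inactive means inhibition below 50%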;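 further: plate controls were induced DMSO wells for no effect and uninduced yeast grown without galactose for full effect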
# TIM10 inh: TIM10 yeast growth inhibition; S. cerevisiae TIM10 strain growth, BacTiter-Glo luminescence, 24 h; inhibition, % at 10 µM; 330,000 tested, 1.4% active;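 active means inhibition of 40% or more at the single tested concentration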;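 further: wild-type TIM10 isogenic control strain grown at permissive 25 °C; 0% = DMSO yeast wells and 100% = minimal medium wells without yeast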
# beta cell repl: MIN6 beta-cell proliferation induction. MIN6 cells proliferation, ATPlite luminescence, 48 h; cells starved in 0.2% serum; 100% = growth in 10% serum. proliferation, % at 10 µM. 330,000 tested, 0.29% active. AID 2380;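 active means compounds whose signal lies at least 3.5 SD above the mean of all wells on their plate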;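 further: 0% = DMSO-treated cells in low-serum medium and 100% = 10% serum control; some compounds called inactive have numbers as strong as hits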
# tim10-1 inh: tim10-1 yeast growth inhibition | S. cerevisiae tim10-1 ts strain growth, BacTiter-Glo, 24 h | inhibition, % at 20 µM | 330,000 tested, 2.2% active;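 active means inhibition of at least 40%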;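 further: mutant grown at 25 °C; 0% = DMSO wells with yeast and 100% = wells holding no yeast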
# A3A deaminase: blocks human APOBEC3A ssDNA deamination; recombinant A3A, FAM/TAMRA ssDNA deamination fluorescence; 330,000 tested, 0.41% active; P31941; inhibition, % at 20 µM;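 active means at least 40% inhibition at 20 µM here, with at most 30% in a related deaminase screen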;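 further: plate controls were A3A with DMSO for no effect and wells lacking A3A enzyme for full effect; some results filed as inactive read as strong as hits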
# mIAP act: increases mouse intestinal alkaline phosphatase activity. AID 2805. activation factor at 10 µM. muIAP, CDP-Star luminescence, 30 min; stronger effect = higher value; 1 = vehicle-only enzyme signal, 0 = enzyme-free wells. 330,000 tested, 0.24% active;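 active means activation factor of at least 2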; further: the source names both 10 and 20 µM as test concentration; values of inactives mirror those of a sister screen read the other way
#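 Assay system: mouse IAP enzyme; reagent: chemiluminescent substrate CDP-Star; dosing: test compounds delivered from DMSO solution; schedule: 30 min at room temperature; measured by: luminescence from enzymatic CDP-Star hydrolysis; controls: DMSO-only wells and no-enzyme negative control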
# A3G deaminase: inhibitors of human APOBEC3G DNA deaminase | Q9HC16 | recombinant A3G, ssDNA deamination FAM/TAMRA fluorescence | inhibition, % at 20 µM | 330,000 tested, 0.28% active | AID 493012;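 active means inhibition of at least 40% at 20 µM, with no more than 30% in the related APOBEC3A deaminase screen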;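 further: plate controls were DMSO wells with A3G for no effect and wells lacking A3G enzyme for full effect; some compounds called inactive have numbers as strong as hits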
# Target sequence (Q9HC16 whole entry, looked up): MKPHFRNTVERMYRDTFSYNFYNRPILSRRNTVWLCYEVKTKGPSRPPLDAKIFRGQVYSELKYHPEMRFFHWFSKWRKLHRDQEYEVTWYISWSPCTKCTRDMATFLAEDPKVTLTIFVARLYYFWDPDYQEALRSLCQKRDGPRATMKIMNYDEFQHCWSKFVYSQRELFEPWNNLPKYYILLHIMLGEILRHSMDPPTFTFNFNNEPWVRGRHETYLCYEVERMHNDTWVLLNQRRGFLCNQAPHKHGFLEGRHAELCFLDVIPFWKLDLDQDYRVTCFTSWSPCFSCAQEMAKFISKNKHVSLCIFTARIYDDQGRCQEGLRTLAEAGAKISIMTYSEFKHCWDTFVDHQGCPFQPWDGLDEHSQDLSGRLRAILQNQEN
# hIAP block: blocks human intestinal alkaline phosphatase | P09923 | 330,000 tested, 0.12% active | inhibition, % at 10 µM | AID 2544 | purified IAP, CDP-Star luminescence, 30 min;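 active means inhibition reaching a set limit with compound at 10 µM in the primary screen, cut at about 35% in these data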;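 further: plate controls were DMSO wells with enzyme for no effect and no-enzyme buffer wells for full effect; values of inactives mirror those of a sister screen read the other way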
# Target sequence (P09923 whole entry, looked up): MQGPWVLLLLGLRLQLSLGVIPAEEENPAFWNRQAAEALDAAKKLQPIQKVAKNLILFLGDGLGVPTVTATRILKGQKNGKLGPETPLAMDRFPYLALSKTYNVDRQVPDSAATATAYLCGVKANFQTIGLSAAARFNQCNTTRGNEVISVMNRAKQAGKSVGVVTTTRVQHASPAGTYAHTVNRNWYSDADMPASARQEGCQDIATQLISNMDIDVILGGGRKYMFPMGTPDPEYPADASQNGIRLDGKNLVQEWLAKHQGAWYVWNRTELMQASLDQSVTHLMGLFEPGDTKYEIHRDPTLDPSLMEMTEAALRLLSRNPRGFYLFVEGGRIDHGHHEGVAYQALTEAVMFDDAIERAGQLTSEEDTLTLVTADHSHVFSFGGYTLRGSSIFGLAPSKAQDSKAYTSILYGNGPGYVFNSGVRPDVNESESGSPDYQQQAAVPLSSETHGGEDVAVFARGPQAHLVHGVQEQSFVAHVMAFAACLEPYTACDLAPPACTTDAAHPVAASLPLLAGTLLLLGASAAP
# mIAP block: blocks mouse intestinal alkaline phosphatase; purified mouse IAP, CDP-Star luminescence, 30 min; inhibition, % at 10 µM; 330,000 tested, 0.2% active; AID 2806;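 active means inhibition of at least 40% at 10 µM in the primary screen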;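 further: plate controls were DMSO with enzyme for no effect and no enzyme wells for full effect; values of inactives mirror those of a sister screen read the other way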
# * = called active by the depositor.
SMILES,NALP3 yeast inh,TIM10 inh,beta cell repl,tim10-1 inh,A3A deaminase,mIAP act,A3G deaminase,hIAP block,mIAP block
CCOc1ccc(C(=O)NCc2ccco2)cc1OC,18,-1,0,6,1,1.1,7,-10,-9
CC(=O)N(C)c1ccc(NC(=S)Nc2ccc(C(C)C)cc2)cc1,10,10,-6,18,-3,1.2,-5,4,-23
CC(C)CCn1cnc2c1c(=O)n(C)c(=O)n2C,-9,-2,-2,2,-5,0.96,-5,13,4
COc1cccc(NC(=O)COc2ccc(C(=O)N3CCN(C)CC3)cc2)c1,-12,-6,-2,-10,0,1.1,-12,7,-6
COc1ccccc1C(=O)Nc1cc2c(ccc3ccccc32)oc1=O,-6,15,-2,16,-3,1.1,-3,-14,-10
O=C1ON=C(c2ccccc2)/C1=C/c1ccc(O)c(O)c1,2,-4,-2,37,-3,0.72,-8,9,28
CNC(=O)c1nc(C)c(C2(C)CC(c3ccccc3)=NO2)s1 (stereo not drawn),21,-41,6,-30,-2,1.1,-6,-3,-6
CCOc1cc([C@H]2[C@@H]3CCCC[C@]3(O)CCN2CC(=O)NCc2ccco2)ccc1O,3,-2,-3,20,-1,1.1,-5,0,-6
COc1ccccc1C(O)P(=O)(OC1CCCCC1)OC1CCCCC1 (stereo not drawn),-7,35,-1,33,-1,1,0,-15,-4
Cc1ccccc1-c1ccc(Nc2ccc(C(=O)N3CCOCC3)cc2)nn1,-15,4,-2,3,0,0.88,-8,15,12
Cc1cccc(C)c1NC(=O)CSc1nnc(CCCCCNC(=O)OC(C)(C)C)o1,2,7,-3,18,-1,1,-1,-3,0
COC(=O)Nc1sc(C(=O)N(C)C)c(C)c1C(=O)OC,-10,-7,-4,6,-3,0.97,-7,-18,3
O=C(CCn1cccc1)Nc1ccccc1F,9,6,-3,1,0,0.94,-6,9,6
Cc1cccc(OCCSc2nnc(-c3ccoc3C)n2C)c1,9,1,-1,20,-1,1.1,0,-11,-9
CC(NC(=O)CN1C(=O)NC2(CCCCCC2)C1=O)c1ccccc1 (stereo not drawn),5,-1,-1,10,-1,0.94,-4,-5,6
COc1cc(C2SCC(=O)N2c2c(C)n(C)n(-c3ccccc3)c2=O)ccc1O (stereo not drawn),4,-5,-1,-10,-4,1.1,-5,-14,-10
Cc1cc(C)c2c(Cn3ccnc3)cc(=O)oc2c1,8,10,-4,35,-8,0.99,-7,-7,1
Cc1ccc(C(=O)/C=C/Nc2ccc(S(=O)(=O)Nc3onc(C)c3C)cc2)cc1,6,-1,0,17,1,0.71,-6,-11,28
Cc1cc(NC(=O)CCC(=O)N(CC(=O)NC2CCCC2)c2ccc(Cl)cc2)no1,25,-15,-1,11,0,1,-7,5,0
O=C(N1CCOCC1)N1CCN(c2ccccc2F)CC1,8,9,1,-1,-2,0.9,-5,18,10
CC1CCCN(C(=O)Cc2ccc(F)cc2)C1 (stereo not drawn),-23,-3,0,7,-6,1,-6,7,-2
N#Cc1ccsc1NC(=O)CSc1nnnn1-c1ccc(O)cc1,10,-14,-4,10,5,0.76,0,2,24
CSCCc1nc(SCC(=O)Nc2nnc(C)s2)[nH]c1C,13,-5,0,-4,-1,0.91,-1,-14,9
CC(C)c1ccc(S(=O)(=O)N2CCN(C(=O)CN3C(=O)NC4(CCCCC4)C3=O)CC2)cc1,3,-3,5,7,-1,1,-10,2,0
O=C(Nc1cccc(-n2cnnn2)c1)C1CCCN(Cc2cccc(C(F)(F)F)c2)C1 (stereo not drawn),3,8,0,25,-5,1.1,-2,-21,-12
SMILES,NALP3 yeast inh,TIM10 inh,beta cell repl,tim10-1 inh,A3A deaminase,mIAP act,A3G deaminase,hIAP block,mIAP block
Cc1ccc(S(=O)(=O)NNC(=O)NC23CC4CC(CC(C4)C2)C3)cc1,8,17,0,16,2,0.99,-4,3,1
O=c1c2cc([N+](=O)[O-])ccc2nc2n1CCCC2,-3,-11,-3,32,-5,1,0,-10,-1
COCCCN(C(=O)c1cc2c(s1)CCC2)c1c(N)n(Cc2ccccc2)c(=O)[nH]c1=O,-10,8,4,21,11,0.95,1,11,5
COc1nnc(-c2ccc(C)c(S(=O)(=O)N(C)C)c2)c2ccccc12,17,-7,0,-3,-2,1.1,-1,2,-8
O=C(Nc1ccc(S(=O)(=O)N2CCN(Cc3ccccc3)CC2)cc1)c1cnccn1,20,-20,-5,14,-1,0.94,-5,5,6
CCCCC1=CC2=CC(=O)C(C)(OC(=O)CC)C(=O)C2=CN1C1CCCCC1 (stereo not drawn),12,9,-5,3,-5,0.85,-8,17,15
COc1cc2c(c(O)c1OC)-c1c(cc(OC)c(OC)c1O)[C@@H](OC(=O)c1ccccc1)[C@@](C)(O)[C@@H](C)[C@@H]2OC(C)=O,-11,8,-1,6,-4,1.1,-10,-4,-8
CCC1(C)Cc2ccccc2C(Nc2c(C)n(C)n(-c3ccccc3)c2=O)=N1 (stereo not drawn),12,0,-2,-6,-3,0.95,-2,2,5
NS(=O)(=O)c1cccc(NC(=O)c2ccc(NS(=O)(=O)c3cccc([N+](=O)[O-])c3)cc2)c1,0,7,-1,5,2,0.89,4,-4,11
COc1ccc(NC(=O)N(C)C[C@H]2Oc3c(NC(=O)C4CCCCC4)cccc3C(=O)N([C@H](C)CO)C[C@@H]2C)cc1,-12,7,2,7,-3,1,-4,4,0
Cc1c(NC(=O)C(C)c2ccc(CC(C)C)cc2)c(=O)n(-c2ccccc2)n1C (stereo not drawn),8,23,0,23,1,0.99,0,-2,1
O=C(NCCCN1CCCC1)c1ccc(CS(=O)(=O)c2ccc(Br)cc2)o1,0,5,-2,10,-1,0.94,0,17,6
Cc1cc(C(=O)Nc2c[nH]c(=O)[nH]c2=O)ccc1[N+](=O)[O-],5,-3,-2,3,-1,1,-4,3,-1
COc1ccc(/C=C/C(=O)OCC(=O)N(C)c2c(N)n(Cc3ccccc3)c(=O)[nH]c2=O)cc1OC,-3,9,2,-11,5,1,-7,-2,-1
CCCCC(=O)Nc1ccc2c(c1)nc(CCNC(=O)c1ccco1)n2C,-6,-12,-1,-14,-3,0.99,-4,2,1
Oc1ccc(/C=N/Nc2nc(N3CCCC3)nc(N3CCCC3)n2)cc1O,18,0,-4,4,-3,1.1,-11,-37,-6
CC(=O)c1ccc(OC(C)C(=O)OCC(=O)NCCc2ccccc2)cc1 (stereo not drawn),2,2,-3,3,17,1,-3,-1,-3
O=C(O)CCN1CCOCC1,18,4,-2,10,-3,1,2,-13,0
O=C(O)c1cccnc1C(=O)c1ccccc1,5,10,0,-8,-3,1,-5,-10,0
CCn1nc(NC(=O)c2ccco2)c2cc3ccccc3nc21,36,22,2,18,-5,1,-8,-11,-4
CN(CC(=O)Nc1ccccc1Cl)C(=O)COC(=O)Cc1c(F)cccc1Cl,8,-1,7,-4,-1,1,-7,-25,-4
CS(=O)(=O)c1ccc(Cl)c(S(=O)(=O)NCc2ccccc2)c1,-4,-3,-2,-1,-3,1.1,-1,-22,-12
CCN(CC)S(=O)(=O)c1ccc2[nH]c(=O)cc(C(=O)N(C)C3CCS(=O)(=O)C3)c2c1 (stereo not drawn),8,-2,-2,-2,-6,1,-8,-8,-2
CCOC(=O)c1cc(-c2ccccc2)sc1NC(=O)C(C)OC(=O)c1cccc(S(=O)(=O)N(C)C)c1 (stereo not drawn),18,2,-3,-7,0,0.92,-6,24,8
CCC(=O)N1CCc2cc(S(=O)(=O)CCC(=O)Nc3nc(C)cs3)ccc21,20,6,-1,7,-1,1,-2,22,-2

# The list goes on, starting with the last 2 of the part before.
SMILES,NALP3 yeast inh,TIM10 inh,beta cell repl,tim10-1 inh,A3A deaminase,mIAP act,A3G deaminase,hIAP block,mIAP block
CCOC(=O)c1cc(-c2ccccc2)sc1NC(=O)C(C)OC(=O)c1cccc(S(=O)(=O)N(C)C)c1 (stereo not drawn),18,2,-3,-7,0,0.92,-6,24,8
CCC(=O)N1CCc2cc(S(=O)(=O)CCC(=O)Nc3nc(C)cs3)ccc21,20,6,-1,7,-1,1,-2,22,-2
CS(=O)(=O)N(CC(=O)N1CCCC1)Cc1ccc(Cl)cc1,4,1,0,10,2,1,-2,-5,-4
Cc1ccc(NC(=S)N(CCN(C)C)C(C)c2ccco2)c(C)c1 (stereo not drawn),-4,2,1,7,1,0.95,-6,-4,5
C=CCOc1cccc(CNc2ccc3[nH]c(=O)[nH]c3c2)c1,12,3,-2,10,1,0.9,0,8,10
C#CCOCCOCCOCCNc1nc(N2CCN(C(=O)[C@H](CCCN=C(N)N)n3cc(C(N)[C@@H](C)CC)nn3)CC2)nc(N2CCN(C(=O)[C@H](CCC(=O)O)n3cc([C@@H](N)[C@H](C)CC)nn3)CC2)n1 (stereo partly drawn),11,6,4,-7,-2,1,-4,-1,-3
CCN(CC)C(=O)CSc1nc(C)cc(C)c1C#N,5,7,3,14,0,1.1,-14,-1,-13
C=CCN=c1scc(-c2ccccc2)n1/N=C/c1ccccn1,20,48*,-6,28,-4,0.85,-4,20,15
Cc1cccc(NC(=O)c2oc(=O)c3ccccc3c2-c2ccccc2)c1C,10,11,-3,9,-2,1,-4,-10,-3
CC(=O)c1cccc(Nc2nc(=O)c3cccnc3s2)c1,8,18,4,23,-1,0.96,-7,6,4
COc1cc(NCc2ccccc2)c2ncn(C(C)C)c2c1,26,-27,-4,-12,-6,0.95,-9,-6,5
COc1ccccc1C(=O)Nc1ccc(CN2CCCCC2)cc1,9,-4,-5,-9,3,0.93,3,3,7
O=C(Nc1ccccc1N1CCN(C(=O)c2ccc(Cl)cc2)CC1)c1ccc(Br)cc1,17,9,-3,30,-2,0.84,-2,4,16
COc1cc2c(cc1NC(=O)C(C)N1CCN(S(=O)(=O)c3ccc(C)c(C)c3)CC1)oc1ccccc12 (stereo not drawn),3,0,-6,8,3,1,0,-3,-4
Cc1ccnc2nc(C(=O)OCC(=O)NC(=O)NCc3ccco3)nn12,-1,-10,-1,-6,2,1,2,10,-1
O=C(NC1=NCCS1)c1cccc(OC(F)F)c1,24,7,-4,-13,5,1.1,-3,-4,-10
COc1ccc2c3c([nH]c2c1)C(C)N(C(C)=O)CC3 (stereo not drawn),17,8,-2,-7,-5,1,-6,3,0
CC(C)(C)NC(=O)CCn1nc(-c2ccc(Cl)cc2)c2ccccc2c1=O,20,19,2,21,-3,0.88,-8,1,12
CC1CC(OC(=O)c2ccccc2C(=O)c2ccc(Cl)cc2)C(=O)O1 (stereo not drawn),21,-5,-4,4,2,1,4,-8,-3
CC(C)N(Cc1ccccc1)C(=O)CSc1nccn1C,8,2,-1,10,-1,1,1,5,-2
COc1ccc(Cl)cc1-c1nc(SCC(=O)N(C)C2CCS(=O)(=O)C2)n[nH]1 (stereo not drawn),12,-16,-1,-12,1,1,-5,4,-2
COC(=O)C1=C(O)C(C(=O)OC)C(c2ccc(C)cc2)C(C#N)(C#N)C1c1ccc(C)cc1 (stereo not drawn),11,14,-6,15,-2,0.92,-2,8,8
N#Cc1c(-c2ccc3c(c2)OCO3)cc[nH]c1=O,1,14,6,-4,-2,1,-4,16,0
Nc1nonc1-n1nnc(C(=O)N/N=C/c2cccs2)c1CSc1ccccc1,14,9,-1,-8,5,0.94,-3,-10,6

# Outcome played no part in choosing rows. About 4.6% of those tested had a hit in this group.
